All columns: NCI-60 one-dose screen, growth in % after 48 h at 10 µM unless noted; 100 = growth as untreated, 0 = no growth, -100 = all killed.
SW-620: SW-620 colon cancer. hit rate 5.2% among 82,000
SNB-75: SNB-75 CNS cancer. hit rate 5% among 79,000
HCT-116: HCT-116 colon cancer. hit rate 7.3% among 82,000
HT29: HT29 colon cancer | hit rate 7.4% among 81,000
SNB-19: SNB-19 CNS cancer cells. AID 1794751. hit rate 2.5% among 81,000
KM12: KM12 colon cancer cells. AID 1794800. hit rate 5% among 82,000
HCC-2998: HCC-2998 colon cancer | hit rate 4.7% among 79,000
HCT-15: HCT-15 colon cancer. hit rate 5.2% among 82,000
SF-268: SF-268 CNS cancer cells; hit rate 3.1% among 82,000; AID 1794759
An asterisk follows results filed as active; · = no result given; & = joins results of further samples. The calls were made as follows: active = growth percent below 10; inactive = the rest.

Start of the data: the first 12 compounds (preview)
SMILES | SW-620 | SNB-75 | HCT-116 | HT29 | SNB-19 | KM12 | HCC-2998 | HCT-15 | SF-268
c1ccc(C(=NNc2nc(-c3ccccc3)cs2)c2ccccc2)cc1 | 94 | 92 | 66 | 80 | 96 | 85 | 107 | 55 | 96
C#CCOc1cccc(-c2ncnc3cc(NC(=O)CCl)ccc23)c1 | -59* | 18 | -74* | -71* | 7.8* | 16 | 57 | -33* | -42*
COC(=O)C(CC(=O)Nc1ccc(C(=O)N2CCOCC2)cc1)c1ccc(C(F)(F)F)cc1 (stereo not drawn) | 101 | 102 | 99 | 110 | 102 | 103 | 105 | 105 | 105
COc1ccc(/C=C/C(=O)c2ccc(NC(=O)CSc3nnc(-c4ccc(OC)cc4)o3)cc2)cc1 | 98 | 97 | 73 | 84 | 94 | 91 | 99 | 93 | 97
Nc1ccc([N+](=O)[O-])cc1C(=O)C(=O)N1CCOCC1 | 113 | 92 | 107 | 105 | 96 | 102 | 98 | 102 | 100
Cc1ccc2c(C)nc(Nc3nc(C)cc(-c4ccccc4)n3)nc2c1 | 111 | 54 | 94 | 95 | 100 | 102 | 110 | 92 | 114
COc1cccc(NC(=O)c2sc3nc(C)c(C(C)=O)cc3c2N)c1 | 39 | 23 | 38 | 39 | 40 | 38 | 54 | 36 | 70
CC(C)c1oc2ccccc2c1C(=O)c1cc(I)c(O)c(I)c1 | 94 | 105 | 95 | 109 | 106 | 100 | 93 | 95 | 104
O=C(NCCCN1C(=O)c2ccccc2C1=O)OCc1ccccc1 | 108 | 75 | 99 | 96 | 94 | 108 | 105 | 108 | 115
CSCCC(NS(=O)(=O)Cc1ccccc1)C(=O)NNc1ccccc1 (stereo not drawn) | 87 | 112&77 | 82&92 | 91&93 | 88&93 | 50&94 | 93&99 | 41&88 | 87&92
CCC(=O)N1c2cc(C)ccc2N(C(=O)CC)c2c1c1cc(Br)ccc1n2C(=O)CC | 101 | 87 | 96 | 109 | 91 | 94 | 106 | 92 | 73
Cc1ccc2c(c1)nc(-c1ccccc1)n2CC(=O)N=Nc1c(O)[nH]c2ccc(Br)cc12 | 2.5* | · | -92* | -68* | -31* | -46* | -72* | -80* | 0.8*

Main list (from the top)
SMILES | SW-620 | SNB-75 | HCT-116 | HT29 | SNB-19 | KM12 | HCC-2998 | HCT-15 | SF-268
c1ccc(C(=NNc2nc(-c3ccccc3)cs2)c2ccccc2)cc1 | 94 | 92 | 66 | 80 | 96 | 85 | 107 | 55 | 96
C#CCOc1cccc(-c2ncnc3cc(NC(=O)CCl)ccc23)c1 | -59* | 18 | -74* | -71* | 7.8* | 16 | 57 | -33* | -42*
COC(=O)C(CC(=O)Nc1ccc(C(=O)N2CCOCC2)cc1)c1ccc(C(F)(F)F)cc1 (stereo not drawn) | 101 | 102 | 99 | 110 | 102 | 103 | 105 | 105 | 105
COc1ccc(/C=C/C(=O)c2ccc(NC(=O)CSc3nnc(-c4ccc(OC)cc4)o3)cc2)cc1 | 98 | 97 | 73 | 84 | 94 | 91 | 99 | 93 | 97
Nc1ccc([N+](=O)[O-])cc1C(=O)C(=O)N1CCOCC1 | 113 | 92 | 107 | 105 | 96 | 102 | 98 | 102 | 100
Cc1ccc2c(C)nc(Nc3nc(C)cc(-c4ccccc4)n3)nc2c1 | 111 | 54 | 94 | 95 | 100 | 102 | 110 | 92 | 114
COc1cccc(NC(=O)c2sc3nc(C)c(C(C)=O)cc3c2N)c1 | 39 | 23 | 38 | 39 | 40 | 38 | 54 | 36 | 70
CC(C)c1oc2ccccc2c1C(=O)c1cc(I)c(O)c(I)c1 | 94 | 105 | 95 | 109 | 106 | 100 | 93 | 95 | 104
O=C(NCCCN1C(=O)c2ccccc2C1=O)OCc1ccccc1 | 108 | 75 | 99 | 96 | 94 | 108 | 105 | 108 | 115
CSCCC(NS(=O)(=O)Cc1ccccc1)C(=O)NNc1ccccc1 (stereo not drawn) | 87 | 112&77 | 82&92 | 91&93 | 88&93 | 50&94 | 93&99 | 41&88 | 87&92
CCC(=O)N1c2cc(C)ccc2N(C(=O)CC)c2c1c1cc(Br)ccc1n2C(=O)CC | 101 | 87 | 96 | 109 | 91 | 94 | 106 | 92 | 73
Cc1ccc2c(c1)nc(-c1ccccc1)n2CC(=O)N=Nc1c(O)[nH]c2ccc(Br)cc12 | 2.5* | · | -92* | -68* | -31* | -46* | -72* | -80* | 0.8*
O=C1CCC(N2C(=O)c3cccc(NCCCOCCOCCOCCCNc4cccc5c4C(=O)N(C4CCC(=O)NC4=O)C5=O)c3C2=O)C(=O)N1 (stereo not drawn) | 111 | 88 | 103 | 102 | 98 | 108 | 109 | 100 | 93
CCOC(=O)C1C(=O)N(C)C(=O)N1c1ccc(C)cc1 (stereo not drawn) | 104 | 107 | 103 | 98 | 102 | 100 | 97 | 102 | 99
COc1ccc(N2C(=O)C(Oc3ccccc3)C2c2ccc(Cl)cc2)cc1 (stereo not drawn) | 91 | 86 | 86 | 83 | 104 | 88 | 90 | 75 | 104
Cc1cccc(C)c1OCC(C)N (stereo not drawn) | 104 | 102 | 108 | 102 | 106 | 106 | 102 | 109 | 104
COC(=O)C(CC(=O)CNC(=O)c1ccccc1)NC(=O)c1ccccc1 (stereo not drawn) | 108 | 104 | 106 | 107 | 103 | 114 | · | 111 | 107
FC1(F)CCN(Cc2c[nH]c3cc(Cl)ccc23)C[C@H]1CCc1ccccc1 | 39 | 41 | 23 | 27 | 68 | 61 | 95 | 51 | 72
COc1ccc2cc3[n+](cc2c1OC)CCc1cc2c(cc1-3)OCO2 | 92&79 | 81&86 | 90&68 | 74&94 | 42&39 | 30&41 | 97&56 | 93&105 | 41&43
Cc1ccccc1N1CCN(CCC(=O)O)CC1 | 114 | 105 | 103 | 109 | 129 | 109 | 96 | 110 | 102
O=C1Nc2ccc(Cl)cc2/C1=C/c1ccc(OCC(=O)c2ccccc2)cc1 | 95 | 69 | 99 | 105 | 101 | 99 | 110 | 88 | 89
COc1ccc(NC(=O)CCCCCCNC(=O)C(O)(O)C(F)(F)F)cc1 | 10 | 60 | 7.4* | 23 | 67 | 42 | 56 | 68 | 56
O=C(/C=C/c1ccc(F)cc1)Nc1cccc2cccnc12 | 101 | 106 | 96 | 105 | 109 | 95 | 88 | 75 | 104
CC(=O)OC[C@H]1O[C@@H](OC(C)=O)[C@H](N2C(C(C)=O)=NN(c3ccc(Br)cc3)C2c2ccc(Cl)cc2)[C@@H](OC(C)=O)[C@@H]1OC(C)=O (stereo partly drawn) | 76 | 88 | 39 | 64 | 65 | 56 | 64 | 42 | 59
CC(CCCC(=O)O)c1ccoc1 (stereo not drawn) | 110 | 93 | 101 | 96 | 111 | 99 | 97 | 102 | 96
SMILES | SW-620 | SNB-75 | HCT-116 | HT29 | SNB-19 | KM12 | HCC-2998 | HCT-15 | SF-268
O=C1c2ccccc2NC(c2cn(-c3ccccc3)nc2-c2cccs2)N1Cc1ccccc1 (stereo not drawn) | 97 | 88 | 66 | 75 | 95 | 84 | 95 | 78 | 79
CCCOC(=O)c1ccc(C)cc1 | 104 | 91 | 98 | 106 | 110 | 106 | 109 | 104 | 109
COC1OC(C(O)CO)C(O)C(O)C1O (stereo not drawn) | 112&103 | 80&95 | 100&101 | 103&111 | 95&104 | 109&105 | 104 | 98&110 | 106&103
O=C(O)C(C(=O)Nc1ccccc1)c1ccccc1 (stereo not drawn) | 103 | 103 | 105 | 101 | 100 | 101 | 103 | 104 | 103
C=CC[N+]1(CCO)CCN=C1CCCCCCCCCCCCC (stereo not drawn) | -72* | -78* | -95* | -92* | · | -83* | -91* | -75* | -61*
C[C@@H]1CN(c2cccnc2F)C(=O)c2cc(COc3ccc(Cl)cn3)nn21 | 109 | 117 | 103 | 106 | 92 | 103 | 104 | 99 | 104
CC(=O)/C(=C/n1c(=S)[nH]c2ccccc21)C(=O)Nc1ccccc1C | 103 | 90 | 92 | 110 | 100 | 107 | 99 | 104 | 100
O=c1cc(CP(=O)(O)O)c2cc(O)c(-c3ccccc3)cc2o1 | 98 | 84 | 108 | 108 | 97 | 105 | 102 | 101 | 99
CCOC(=O)C1NN(c2ccc(S(N)(=O)=O)cc2)c2nc3nc(-c4cccs4)cc(-c4cccs4)c3c(=O)n21 (stereo not drawn) | 93 | 67 | 81 | 74 | 96 | 70 | 107 | 89 | 75
CN[C@@H]1C(OC2[C@H](O[C@H]3[C@H](O)[C@@H](O)[C@H](N=C(N)N)[C@@H](O)[C@@H]3N=C(N)N)OC(C)[C@]2(O)CO)OC(CO)C(O)C1O (stereo partly drawn) | 104 | 103 | 105 | 99 | 113 | 110 | 98 | 112 | 118
COC(=O)CC[C@@H](C)[C@H]1CC[C@H]2[C@@H]3CC[C@@H]4C[C@H](O)CC[C@]4(C)[C@H]3CC[C@]12C | 101 | 85 | 97 | 101 | 105 | 102 | 108 | 97 | 107
O=C(Nc1ccc(-n2cc(-c3ccncc3)c(-c3ccc(Cl)c(O)c3)n2)cc1)Nc1ccc(Cl)c(C(F)(F)F)c1 | 11 | -12* | -16* | -92* | 27 | 1.2* | 0.7* | 2.7* | 23
COc1cc(-c2cc(-c3ccc(Nc4ncnc5cc(Cl)ccc45)cc3)nc(N3CCOCC3)n2)cc(OC)c1OC | 100 | 111 | 95 | 98 | 94 | 100 | 107 | 107 | 97
C[N+]1(C)CCC(c2ccccc2)(c2ccccc2)C(=O)C1Cc1ccccc1 (stereo not drawn) | 101 | 73 | 94 | 91 | 105 | 95 | 103 | 101 | 95
NC1CONC1=O (stereo not drawn) | 107 | 104 | 80 | 96 | 106 | 112 | 102 | 107 | 116
CN1C(=O)C=C(N)C1=O | 100 | 89 | 101 | 104 | 103 | 104 | 115 | 101 | 102
O=C1/C(=C/c2cc3cc4c(cc3nc2Cl)OCO4)SC(=S)N1CCc1ccc(O)cc1 | 106 | 63 | 96 | 112 | 95 | 99 | 111 | 97 | 91
COc1cc(-c2nn(-c3cccc(NC(=O)Nc4ccc(Cl)c(Cl)c4)c3)cc2-c2ccncc2)ccc1Cl | 13 | · | 8.7* | 1.1* | 27 | 1.3* | 2.8* | 13 | 18
CCCCCCCCNc1ncnc2[nH]ncc12 | 89 | 93 | 63 | 85 | 84 | 86 | · | 98 | 81
CCN(CC)Cc1ccc(CNc2cc(OC)nc3nc(C)nn23)cc1 | 98 | 97 | 106 | 98 | 99 | 102 | 97 | 104 | 106
N#Cc1c(-c2ccccc2)nc2c(c(-c3ccc(Cl)cc3)nn2-c2ccccc2)c1-c1ccc([N+](=O)[O-])cc1 | 96 | 88 | 89 | 94 | 91 | 102 | 120 | 99 | 99
CC(=O)c1ccc(N=C2N=c3ccccc3=C/C2=C\c2c(O)[nH]c(=O)[nH]c2=O)cc1 | 104 | 75 | 100 | 98 | 97 | 97 | 104 | 102 | 103
O=C(CNC1CCCCC1)Nc1cc(O)ccc1O | 103 | 99 | 109 | 117 | 106 | 104 | 99 | 106 | 99
C[N+](C)(C)CC(=O)N/N=C\c1cccs1 | · | 88 | 99 | 113 | · | · | 103 | 102 | ·
O=C1/C(=C/c2ccc(O)cc2)COc2ccc(O)cc21 | 87 | 96 | 86 | 98 | 100 | 65 | 108 | 76 | 101
SMILES | SW-620 | SNB-75 | HCT-116 | HT29 | SNB-19 | KM12 | HCC-2998 | HCT-15 | SF-268
NCc1ccccc1 | 113 | 84 | 107 | 101 | 105 | 95 | 110 | 104 | 98
CCC(CO)(CO)CO | 107 | 85 | 101 | 101 | 103 | 109 | 89 | 94 | 107
Cn1ccnc1[C@@H]1C[C@@H]2C(=O)N(c3ccccc3)C(=O)[C@@H]2c2c1n(C)c1ccccc21 | 99 | 84 | 98 | 107 | 101 | 104 | 102 | 101 | 95
O=C(O)CCCC1CCc2ccccc2C1 (stereo not drawn) | 108 | 109 | 97 | 103 | 106 | 107 | 109 | 119 | 110
O=C(CCCCC(=O)N/N=C\c1ccccc1O)N/N=C\c1ccccc1O | 34 | 70 | 25 | 69 | 39 | 34 | 21 | 21 | 40
Cc1cc(C)nc(N)c1 | 99 | 103 | 99 | 114 | 99 | 102 | 99 | 112 | 126
O/N=C1\CCC2CCCCC2C1 (stereo not drawn) | 109 | 71 | 103 | 99 | 99 | 106 | 106 | 100 | 103
Nn1c(-c2ccc(-n3nc(-c4ccccc4)c4ccccc43)cc2)n[nH]c1=S | 100 | · | 87 | 84 | 93 | 93 | 98 | 76 | 88
NC(=O)N1N=C(c2ccccc2)CC1c1cn(-c2ccccc2)nc1-c1ccccc1 (stereo not drawn) | 102 | 87 | 90 | 92 | 92 | 91 | 86 | 93 | 95
O=C1NCCN1c1ncc([N+](=O)[O-])s1 | 116 | 107 | 101 | 121 | 93 | 107 | 107 | 102 | 97
COc1cccc(-c2cc(=O)c3cc(O)ccc3o2)c1 | 101 | 104 | 84 | 90 | 96 | 103 | 109 | 102 | 93
S=C1C=C(c2ccccc2)SC2c3cccn3CCN12 (stereo not drawn) | 92 | 64 | 81 | 86 | 98 | 101 | 101 | 91 | 95
O=C(Nc1cccnc1)[C@H](O)[C@@H](O)C(=O)N1CCOCC1 | 95 | 93 | 77 | 101 | 99 | 105 | 99 | 111 | 106
C/C(=N\N=C1\SCC(=O)N1c1ccc(Cl)cc1)c1cc2ccccc2oc1=O | 107 | 103 | 102 | 104 | 104 | 104 | 114 | 100 | 99
COc1ccc2nccc(Cl)c2c1 | 101 | 91 | 103 | 104 | 103 | 93 | 115 | 109 | 93
[O-][n+]1onc(-c2ccccc2)c1N=C/C=C/c1ccccc1 | 105 | 100 | 96 | 110 | 92 | 103 | 103 | 92 | 102
COc1ccc(/C=N/NC(=O)c2cnn3c2N(C(C)=O)C(c2ccccc2)C3)cc1OC1CCCC1 (stereo not drawn) | 99 | 85 | 85 | 101 | 92 | 95 | 117 | 92 | 93
COc1ccccc1NC(=O)c1cccc(C2CCc3c(cc(OC)c(OC)c3OC)O2)c1 (stereo not drawn) | 92 | 81 | 88 | 82 | 91 | 106 | 90 | 81 | 89
O=C(O)c1ccnc(Br)c1 | 103 | 90 | 103 | 110 | 103 | 103 | 107 | 106 | 107

Source: PubChem BioAssay
